# Source: PubChem BioAssay (National Center for Advancing Translational Sciences (NCATS))
# IL-1B inflam inh: inflammasome signaling inhibition, IL-1 beta readout; THP-1 LPS/ATP IL-1B secretion, AlphaLISA, 16 h; stronger effect = lower value; activity change, % at 57.5 µM; AID 743279; 360,000 compounds, 4.7% hits; in the data active means activity change below about -50%; inconclusive means mostly about -30% to -49%; further: on the % scale 0 is the no-effect control and ±100 the full control effect
#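 Secreted IL-1B measured by AlphaLISA bead assay after 16 h compound exposure of THP-1 cells; compounds (final up to 57.5 uM) added 1 h before LPS (250 ng/mL) and ATP (1.25 mM) stimulation; lower signal means less secretion.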
# S2 tox: cell viability loss in ATXN counter-screen; S2 cells (HEK-293 line with an ATXN2-luciferase reporter) viability, CellTiter-Fluor protease fluorescence, 24 h; Potency, µM (highest dose often 56.7 µM), hits mostly cytotoxic; 400,000 compounds, 0.49% hits; AID 651635; further: potency means the concentration at half of the fitted maximal effect; nearly all actives have a fitted effect of over 40% in size
# HT1080NT lethal: kills 2HG-producing HT-1080-NT fibrosarcoma cells. Potency, µM (top dose mostly 46.1 µM), for inactives: top-dose activity, negative = less viability, hits mostly cytotoxic. HT-1080-NT fibrosarcoma viability, CellTiter-Glo ATP luminescence, 48 h. 360,000 compounds, 1.6% hits. AID 686970;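 further: NT is the 2HG producing partner of a matched IDH1 knockdown line; potency means the concentration at half of the fitted maximal effect; 0% = DMSO-treated cells and -100% = media-only wells without cells; nearly all actives have a fitted effect of over 55% in size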
#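 Viability of the 2HG-overproducing fibrosarcoma line after 48 hours of compound exposure at 37 degrees C was determined by luminescence with CellTiter-Glo, and concentration-effect curves were then fitted and categorized.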
# MCF10A rereplic: induces DNA re-replication in MCF 10a normal breast cells. MCF 10A DNA re-replication, Hoechst nuclear intensity, 48 h. Potency, µM (top dose mostly 46.1 µM), for the others: top-dose activity, positive = re-replication, hits mostly activators. 350,000 compounds, 2.9% hits; further: potency means the concentration at half of the fitted maximal effect; % of control where 0% means no effect; nearly all actives have a fitted effect of over 50% in size
# SW480 rerep: DNA re-replication induction in SW480 cells; 340,000 compounds, 1.8% hits; AID 624297; SW480 DNA re-replication, Hoechst DNA content imaging, 48 h; Potency, µM (titrated, usually from 46.1 µM), for inactives: at the top dose re-replication activation, hits mostly activators; further: potency means the concentration at half of the fitted maximal effect; % of control where 0% means no effect; nearly all actives have a fitted effect of over 55% in size
#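 Hoechst fluorescence of nuclei (405 nm excitation, 500-530 nm emission) measured by plate-scanning imager after 48 hr compound exposure at 37 C; re-replication scored as increased number of nuclei with elevated intensity.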
# HT1080 IDH1KD tx: kills HT-1080 cells with IDH1 knockdown; HT-1080 IDH1 knockdown viability, ATP luminescence, 48 h; Potency, µM (highest dose often 46.1 µM), for the others: top-dose activity, negative = toxicity, actives largely listed as cytotoxic; 360,000 compounds, 2% hits; AID 686971;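 further: potency means the concentration at half of the fitted maximal effect; 0% = DMSO wells and -100% = cell-free medium wells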
#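 Luminescent ATP read-out (CellTiter-Glo, 10 min at room temperature) after 48 h compound exposure at 37 °C gave viability of IDH1-knockdown HT-1080 cells. Activity was normalised to DMSO and cell-free wells, then fitted as concentration-response curves.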
# ATXN2 expr inh: inhibitors of ATXN2 expression; HEK-293 ATXN2-luciferase reporter, luminescence, 24 h; Potency, µM (top dose mostly 57 µM), without a hit: at the top dose activity change, negative = inhibition, actives largely listed as inhibitors; 360,000 compounds, 0.72% hits; AID 1745845; further: potency means the concentration at half of the fitted maximal effect; on the % scale 0 is the no-effect control and ±100 the full control effect; nearly all actives have a fitted effect of over 55% in size
#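 qHTS (up to 57 uM final) was run with 24 h compound exposure of reporter cells at 37 °C. Each well was multiplexed: SteadyGlo luminescence measured ATXN2-luciferase expression after a fluorogenic Gly-Phe-AFC viability readout (25 uM final).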
# KB-3-1 tox: KB-3-1 parental cell cytotoxicity; KB-3-1 viability, CellTiter-Glo ATP luminescence, 72 h; Potency, µM (top dose mostly 46.1 µM), inactives show at the top dose activity change, negative = cytotoxic, actives largely listed as cytotoxic; 400,000 compounds, 1.4% hits; AID 1347075; further: potency means the concentration at half of the fitted maximal effect; on the % scale 0 is the no-effect control and ±100 the full control effect; nearly all actives have a fitted effect of over 60% in size
#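 Multi-concentration cytotoxicity screen in KB-3-1 cells grown in DMEM lacking phenol red with 10% FBS. After 72 h at 37 °C with compound, ATP-dependent luminescence was recorded.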
# KB-V1 cytotox: KB-V1 MDR subline cytotoxicity; 400,000 compounds, 3.4% hits; Potency, µM (top dose mostly 46.1 µM), for inactives: at the highest dose activity change, negative = cytotoxicity, most hits filed as cytotoxic; AID 1347076; KB-V1 MDR cells viability, CellTiter-Glo, 72 h; further: potency means the concentration at half of the fitted maximal effect; on the % scale 0 is the no-effect control and ±100 the full control effect; nearly all actives have a fitted effect of over 60% in size
#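 qHTS viability screen in drug-selected KB-V1 MDR cells: 72 h compound treatment at 37 degrees C, ATP luminescence end point.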
# The depositor's hits bear a star; i = inactive; ? = inconclusive; nt = no result given; & = joins results of further samples; [ ] = another dose, or the depositor's remark. Unless noted, the call rests on the fitted dose curve; in most records, active means well fitted curve in the direction sought with a large enough effect; inconclusive means small, poorly fitted or top-dose-only effect, or another doubt; inactive means no such curve, though single readings can be large; an effect the other way counts as inactive or inconclusive.
# Order of values – IL-1B inflam inh	S2 tox	HT1080NT lethal	MCF10A rereplic	SW480 rerep	HT1080 IDH1KD tx	ATXN2 expr inh	KB-3-1 tox	KB-V1 cytotox
O=C(NC1(C(F)(F)F)C(=O)Nc2c1c(=O)[nH]c(=O)n2Cc1ccco1)C1CCCCC1 (configuration not stated)
→ -2	i	17%	-7%	4%	19%	1%	-1%	18%
O=C(c1n[nH]c2ccccc12)N1CCN(S(=O)(=O)c2ccc3ccccc3c2)CC1
→ -17	nt	11%	?	-1%	-11%	nt	-10%	-11%
COc1cc2cnc(-c3ccccc3)c(C(=O)c3ccc(F)cc3)c2cc1OC
→ -9	i	0%	24%	-5%	-1%	-18%	-5%	-2%
O=C(Nc1ccc(Cl)c(Cl)c1)Nc1cc(C(=O)N2CCOCC2)ccc1N1CCCCC1
→ -2	i	4%	-4%	-6%	12%	1%	-2%	16%
CCN1CCC(O)(C#Cc2ccccc2)CC1
→ 45	i	-29%	2%	15%	3%	9%	-5%	-6%
CCC(CC)C(=O)Nc1nnc(SCC(=O)N2CCN(c3ccccc3OC)CC2)s1
→ -15	?	-11%	4%	0%	-9%	-9%	-3%	-11%
Cc1ccccc1Nc1c(-c2cccnc2)nc2cccc(C)n12
→ 3	?	-12%	-2%	3%	0%	?	-23%&-4%	?
CCCN(Cc1ccccc1)C(=S)Nc1ccc(SC(F)F)cc1
→ -7	i	-13%	37%	-4%	-3%	-5%	0%	?
COc1ccc(/C=C/C(=O)c2ccc(NC(=O)c3cccs3)cc2)cc1OC
→ -66*	i	?	9.2µM*	?	-26%	18%	-26%	21µM*
CCOC(=O)c1c[nH]n(-c2ccccc2)c1=O
→ -9	i	-3%	-3%	-13%	10%	1%	-4%	2%
COCCNC(=O)c1ccc(C)c(NC(=O)C2=C(C)OCCS2)c1
→ 6	i	?	3%	-9%	18%	-10%	-1%	28%
COc1cccc(NC(=O)C/C(C)=N/NC(=O)C2CCCCC2)c1
→ 0	i	-1%	0%	-55%[inhibitor]	-25%	-3%	8%	40%
CCCN(CCC)c1nc(N(CCC)CCC)[nH]c(=O)n1
→ 13	i	?	?	?	3%	-15%	-7%	-14%
Cc1ccc(CC(=O)N(Cc2nc(-c3ccc(C)cc3)no2)C(C)C)cc1
→ nt	?	nt	nt	nt	nt	-38%	1%	3%
CCOC(=O)c1ccc2nc(C)cc(Nc3cccc(C(=O)O)c3)c2c1
→ nt	i	nt	1%	0%	nt	3%	?	?
Cc1cccc2cc(COC(=O)C(C)(C)C)c(=O)[nH]c12
→ -11	i	23%	0%[9.22 µM]	-5%	23%	-6%	-3%	-6%
COC(=O)c1[nH]c2cc(OC)ccc2c1N
→ 16	i	-2%	4%	2%	13%	18%	6%	0%
CC(C)NC(=O)c1ccc2c(c1)N(Cc1ccccc1)C(=O)C(C)(C)O2
→ -52*	i	1%	12%	2%	10%	-31%	-1%	-21%
Cc1ccc(-n2nc3c(c2NC(=O)/C=C\c2ccc4c(c2)OCO4)CSC3)c(C)c1
→ ?	i	3%	-1%	-8%	-1%	-9%	7%	8%
C[C@@H](O)Cc1cn(CC(=O)NCCCCCCCCCCC(=O)N2CCNCC2)nn1
→ -2	i	-7%	4%	-8%	-1%	1%	-13%	8%
C[C@@H]1CN([C@@H](C)CO)C(=O)CCCn2nncc2CO[C@H]1CN(C)C(=O)C1CC1
→ -20	i	2%	nt	nt	5%	5%	0%	-4%
COc1ccc(C(NC(=O)c2ccco2)c2ccc(OC)c(OC)c2)cc1 (configuration not stated)
→ -18	i	2%	26%	0%	-4%	-5%	-9%	0%
Nc1ccc(-c2c3ccc(=O)cc-3oc3cc(O)ccc23)cc1C(=O)O
→ -9	i	11%	-3%	-1%	10%	-5%	12%	-8%
CCCCC1CCC(C(=O)Nc2ccc(S(=O)(=O)Nc3nccs3)cc2)CC1 (configuration not stated)
→ -4	i	?	15%	0%	?	-9%	11%	1%
Cc1ccc(S(=O)(=O)N(CC(=O)NC2CCCC2)c2cccc(C)c2)cc1
→ -14	i	10%	-6%	-4%	7%	1%	1%	4.1µM*
c1ccc(Cn2cnc3ccccc32)cc1
→ 15	i	-2%	?	0%	18%	146%[activator]	-17%	?
S=c1[nH]nc(-c2ccc3ncccc3c2)n1-c1ccc2c(c1)OCCO2
→ 11	i	-10%	0%	5%	-14%	nt	-3%	-15%
CNc1cccc(-c2cc(OC)ccc2OC)n1
→ 25	i	5%	nt	nt	8%	12%	0%	-12%
O=C(NNC(=O)c1cc(Cl)ccc1O)c1cccc(S(=O)(=O)N2CCOCC2)c1
→ 45	i	-22%	8%	?	?	-34%	?	3%
OCCCc1n[nH]c(=S)n1-c1ccccc1
→ 23	i	20%	-29%	0%	20%	-14%	15%	23%
Cc1ccc(-c2c(C)n([O-])c3c([n+]2=O)CCC3)o1
→ 11	i	7%	2%	-8%	8%	-8%	10%	6%
COc1ccccc1S(=O)(=O)n1cc(Cc2ccccc2)c(N)n1
→ -17	i	20%	-1%	2%	3%	0%	-16%	-1%
O=C1C2C3C=CC(C3)C2C(=O)N1CCCO (configuration not stated)
→ 9	i	7%	-7%	-2%	16%	0%	1%	13%
CCOC(=O)C1=C(C)N(c2ccc(OC)cc2)C(=O)/C1=C\c1cccs1
→ -60*	i	-6%	?	1%	-2%	-5%	?	-3%
Cc1ncc(CN2CCN(Cc3ccccc3)C(CCO)C2)s1 (configuration not stated)
→ 21	i	4%	7%	0%	5%	3%	-1%	0%
COc1ccc(CC(C)N2CCN(Cc3ccccc3)CC2)cc1OC (configuration not stated)
→ 6	i	10%	1%	0%	-1%	-12%	-3%	1%
COc1ccccc1C(=O)Nc1ccnn1C1CCN(Cc2ccn[nH]2)CC1
→ i	i	-1%	7%	-32%[inhibitor]	11%	0%	?	4%
CN(C(=O)c1ccc(Cl)cc1)C1=CCCCC1CCC#N (configuration not stated)
→ 0	i	-1%	1%	-6%	0%	-11%	-1%	-1%
O=[N+]([O-])c1ccc(C(c2sc3nc(-c4ccco4)nn3c2O)N2CCN(c3cccc(Cl)c3)CC2)cc1 (configuration not stated)
→ nt	i	nt	nt	nt	nt	10%	-1%	35%
CCOC(=O)c1nn(-c2ccc(C)c(Cl)c2)c(=O)c(C#N)c1C
→ 24	i	13%	-12%	0%	15%	-10%	?	10%
Cc1ccc(C(=O)Nc2ccc(N3CCN(S(C)(=O)=O)CC3)cc2)cc1C
→ -3	i	-4%	?	16µM*	-9%	-14%	-11%	4%
CC1CN(Cc2c(O)ccc3c(=O)c(-c4ccccc4Cl)coc23)CC(C)O1 (configuration not stated)
→ -11	i	-1%	-5%	-5%	-2%	2%	-11%	-9%
CC1=CC(C)(C)N=C(NC#N)N1
→ -2	i	14%	6%	-7%	6%	4%	-1%	-3%
O=C(C1CCN(S(=O)(=O)c2ccccc2)CC1)N1CCCCC1
→ -3	i	10%	1%	?	7%	18%	6%	-2%
CN(CCCOc1ccccc1F)Cc1ccccc1
→ -20	i	-8%	?	?	-2%	-17%	-7%	?
COc1cccc(Cc2n[nH]c(=S)n2Cc2ccco2)c1
→ 26	i	-5%	-4%	-6%	-21%	-22%	0%	28%
COc1cccc(OCCCN2CCN(S(=O)(=O)c3ccc(NC(C)=O)cc3)CC2)c1
→ ?	i	?	-13%	-7%	-30%	-23%	?	?
O=C(OCc1nnc(-c2ccccc2)o1)C1CCN(S(=O)(=O)c2cccs2)CC1
→ 6	i	10%	-4%	1%[9.22 µM]	8%	-2%	0%	11%
COC(=O)c1ccc(CSc2nnc3c(n2)[nH]c2ccccc23)cc1
→ 2	i	16%	-5%	9%	6%	3%	-2%	7%
CN(C)CCNC(=O)COc1ccc(Cl)cc1Cl
→ -24	i	7%	23%	-4%	19%	3%	20%	19%
COc1cccc(CCN2CCC(CNS(=O)(=O)c3cc(-c4cc(C)no4)ccc3C)CC2)c1
→ -62*	?	?	16%	?	?	nt	-7%	?
Cc1ccc(-n2ncc3c(NCCCN4CCOCC4)ncnc32)c(C)c1
→ -20	i	-7%	-6%	8%	-4%	-21%	-3%	-8%
C=CCN(C(=O)Cn1ncc2c1-c1cc(C)ccc1OC2)c1ccccc1
→ 1	?	-1%	7%	-2%	6%	-18%	-13%	-13%
COc1ccc(NC(=O)CSc2nnc3ccc(-c4ccccn4)nn23)cc1
→ -6	i	11%	2%	-1%	16%	7%	14%	-10%
CCN(CC(=O)Nc1ccc(NC(C)=O)cc1)C(=O)c1ccccc1SCC(=O)N1CCCC1
→ 0	i	-3%	9%	-2%	1%	1%	-11%	-13%
O=C(O)COc1ccccc1-c1nc(-c2ccccc2)c(-c2ccccc2)[nH]1
→ 34	i	-2%	-4%	-1%	0%	nt	1%	57%
CC12CNCC(C)(CN(C3(O)C(=O)Nc4ccc(Br)cc43)C1)C2=O (configuration not stated)
→ 54	?	2%	?	?	3%	nt	3%	17%
CN(Cc1cccs1)C(=O)COc1cccc2c1OC(C)(C)C2
→ 4	i	5%	-4%	1%	12%	14%	-5%	18µM*
CN(CCCN1CCCCC1)C(=O)c1cc(COc2ccc(F)cc2F)on1
→ 10	i	-5%	-2%	-2%	-5%	3%	-8%	0%
O=C(c1ccc(Cl)c([N+](=O)[O-])c1)N(c1ccccn1)c1ccccn1
→ -18	i	-4%	0%	1%	-7%	-9%	-1%	?
COc1ccc(NC(=O)CC2S/C(=N\c3nccs3)N(C)C2=O)cc1 (configuration not stated)
→ 24	i	4%	18%	1%	13%	-6%[11.3 µM]	18%	-21%
COCCNC(=O)C(=O)NCCN1CCNCC1
→ 3	i	11%	-25%	-5%	5%	-8%	4%	29%
